BAZ2B block: BAZ2B (human) inhibition. Q9UIF8. AlphaScreen BAZ2B-H3K14Ac peptide displacement. Potency, µM (titrated, usually from 114 µM), without a hit: top-dose activity change, negative = inhibition, usual class: inhibitors. actives 4.4% (n = 360,000); also: potency is read from the fitted curve at half-maximal effect; % is scaled to controls: 0 for no effect and ±100 for the full control effect; nearly all actives have a fitted effect of over 60% in size
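BAZ2B 50 nM plus b-H3(5-23)K14Ac 50 nM, PBS pH 7.4/0.01% Tween-20, 30 min RT; compound added (max 110 uM), 30 min RT; streptavidin donor/Ni-chelate acceptor beads 10 ug/mL final, 20 min dark; AlphaScreen read.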
Pin1 inhibitor: blocks the human prolyl isomerase Pin1. Q13526. Pin1 FP peptide displacement, HiFluor488, 10 min. Potency, µM (highest dose often 115 µM), for inactives: at the highest dose activity, negative = inhibition, usual class: inhibitors. actives 0.009% (n = 390,000); active = well fitted inhibition curve with a large enough effect in the polarisation, with a control signal flat, not every such curve was filed as active; inconclusive = small, poorly fitted or top-dose-only effect, or effect the other way, or a change in a side signal; inactive = no such curve, though single readings can be large or run the other way; the % refers to the polarisation; also: potency is read from the fitted curve at half-maximal effect; % is scaled to controls: 0 for no effect and ±100 for the full control effect
Target sequence (Q13526 whole entry, looked up): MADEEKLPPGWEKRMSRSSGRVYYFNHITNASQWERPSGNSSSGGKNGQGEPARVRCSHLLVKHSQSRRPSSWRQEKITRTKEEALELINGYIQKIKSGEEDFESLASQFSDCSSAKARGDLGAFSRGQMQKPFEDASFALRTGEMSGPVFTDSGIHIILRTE
PI4K2A inh: inhibitors of human PI4K2A; Q9BTU6; purified PI4K2A, ADP-Glo luminescence, 1 h; active compounds read low; activity change, negative = inhibition, % at 76.9 µM; actives 0.13% (n = 420,000); AID 1346378; in the data active = activity change below about -50%; inconclusive = mostly about -30% to -49%;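 also: -100% = wells without enzyme as full effect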
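ADP-Glo luminescence measured ADP generated by PI4K2A enzyme (4 ug/mL before mixing) with 1.2 mM PI substrate (pre-mix) and 300 microM ATP (pre-mix). Tris pH7.5 buffer with MgCl2, Triton X-100; 1 h reaction at ambient temperature.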
G9a inh: inhibitors of human histone lysine methyltransferase G9a; G9a H3K9 monomethylation, AlphaScreen, 2 h; Potency, µM (titrated, usually from 102 µM), without a hit: at the highest dose activity, negative = inhibition, most hits filed as inhibitors; actives 8.8% (n = 350,000); also: potency is read from the fitted curve at half-maximal effect; % is scaled to controls: 0 for no effect and ±100 for the full control effect; nearly all actives have a fitted effect of over 75% in size
Target sequence (Q96KQ7 913-1193 limits assumed): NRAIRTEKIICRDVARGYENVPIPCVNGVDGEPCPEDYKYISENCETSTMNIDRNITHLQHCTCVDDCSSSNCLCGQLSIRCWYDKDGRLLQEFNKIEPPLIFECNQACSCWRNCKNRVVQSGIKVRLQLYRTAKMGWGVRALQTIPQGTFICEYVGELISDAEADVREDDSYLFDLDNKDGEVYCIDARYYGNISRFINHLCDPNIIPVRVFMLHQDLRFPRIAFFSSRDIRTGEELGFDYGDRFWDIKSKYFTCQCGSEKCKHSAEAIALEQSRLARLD
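Readings reflect AlphaScreen signal from monomethyl-H3K9 antibody detection. HMT at 20 nM; substrate b-H3K9 500 nM; cofactor SAM 20 uM; 2 h RT reaction; compounds tested as titrations in qHTS with 15 min preincubation.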
JMJD2A Tudor: inhibitors of human JMJD2A Tudor domain; O75164; AlphaScreen JMJD2A-Tudor / H3K4me3 peptide binding; Potency, µM (series often up to 114 µM), inactives show top-dose activity change, negative = inhibition, hits mostly inhibitors; actives 4.4% (n = 390,000); also: potency is read from the fitted curve at half-maximal effect; % is scaled to controls: 0 for no effect and ±100 for the full control effect; nearly all actives have a fitted effect of over 50% in size
GLS inh: inhibitors of human glutaminase (GLS); O94925; GLS enzymatic activity, qHTS titration; Potency, µM (highest dose often 45.5 µM), without a hit: at the highest dose activity change, negative = inhibition, usual class: inhibitors; actives 0.21% (n = 410,000); AID 624170; also: potency is read from the fitted curve at half-maximal effect; % is scaled to controls: 0 for no effect and ±100 for the full control effect
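Two-point fluorescence kinetic (t0, 30 min RT) for hKGA; glutamate detected via glutamate oxidase–HRP–Amplex Red. Substrate: 1 mM L-glutamine solution; buffer 45 mM KH2PO4, pH 8.2.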
HP1b binding inh: blocks HP1-beta chromodomain binding to methylated histone tails; actives 0.56% (n = 390,000); P83916; Potency, µM (doses to about 114 µM), for inactives: at the top dose activity change, negative = inhibition, hits mostly inhibitors; AlphaScreen HP1-beta / biotin-H3K9me3 peptide binding; also: potency is read from the fitted curve at half-maximal effect; nearly all actives have a fitted effect of over 70% in size; inactives centre near 23
Target sequence (P83916 whole entry, looked up): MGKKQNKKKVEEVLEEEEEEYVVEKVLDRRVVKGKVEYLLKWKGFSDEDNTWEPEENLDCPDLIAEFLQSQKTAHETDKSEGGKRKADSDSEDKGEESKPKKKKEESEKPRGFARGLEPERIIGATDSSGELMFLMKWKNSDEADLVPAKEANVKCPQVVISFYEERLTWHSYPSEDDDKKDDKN
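HP1-beta protein (50 nM final) preincubated 30 min at room temperature with biotinylated H3(1-18)K9me3 peptide (50 nM) in PBS pH 7.4, 0.01% Tween-20, then compound added for 30 min. AlphaScreen streptavidin donor/nickel chelate acceptor beads (10 ug/mL final), 30 min dark, luminescence read.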
Tb PGK inh: inhibitors of T. brucei phosphoglycerate kinase | PGK/GAPDH coupled, Kinase-Glo luminescence, 60 min | Potency, µM (titrated, usually from 57.5 µM), without a hit: top-dose activity change, negative = inhibition, hits mostly inhibitors | actives 0.043% (n = 380,000) | AID 602233; also: potency is read from the fitted curve at half-maximal effect; % is scaled to controls: 0 for no effect and ±100 for the full control effect; nearly all actives have a fitted effect of over 60% in size
Target sequence (P07378 whole entry, looked up): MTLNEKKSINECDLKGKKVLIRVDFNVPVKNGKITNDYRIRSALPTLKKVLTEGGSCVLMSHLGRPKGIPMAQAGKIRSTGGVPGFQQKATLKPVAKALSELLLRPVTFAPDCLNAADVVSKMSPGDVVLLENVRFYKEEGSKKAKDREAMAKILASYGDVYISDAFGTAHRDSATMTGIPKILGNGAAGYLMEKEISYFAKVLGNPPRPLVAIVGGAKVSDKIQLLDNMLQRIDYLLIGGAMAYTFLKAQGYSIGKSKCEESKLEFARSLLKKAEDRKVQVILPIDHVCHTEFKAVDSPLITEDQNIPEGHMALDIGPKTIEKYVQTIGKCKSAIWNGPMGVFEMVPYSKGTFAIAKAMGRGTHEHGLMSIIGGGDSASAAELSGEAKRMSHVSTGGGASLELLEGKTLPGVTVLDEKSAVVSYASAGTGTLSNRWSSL
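Recombinant glycosomal PGK reaction used 1,3-bisphosphoglycerate generated in-well by GAPDH (100nM final) in 100mM TEA pH 7.6, 5mM MgCl2, 0.01% Tween-20. After 60 minutes at room temperature, ATP was read by Kinase-Glo Plus luminescence end-point.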
ERG Ets-DNA blk: inhibitors of human ERG Ets domain-DNA interaction; P11308; Potency, µM (highest dose often 76.9 µM), for the others: at the highest dose FP activity, negative = inhibition, actives largely listed as inhibitors; AID 624246; fluorescence polarization, His-ERG Ets domain / labelled DNA; actives 0.028% (n = 370,000); active = well fitted inhibition curve with a large enough effect in the polarisation, with a control signal flat; inconclusive = small, poorly fitted or top-dose-only effect, or effect the other way, or a change in a side signal; inactive = no such curve, though single readings can be large or run the other way; the % refers to the polarisation;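 also: polarization taken with two DNA probes labelled with fluorescein and Texas red; potency is read from the fitted curve at half-maximal effect; % of control where 0% means no effect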
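His-tagged ERG Ets domain (1 uM in the protein solution; 300mM KCl, 50mM Tris-HCl, 1mM EDTA, 1mM DTT, pH 7.5) received compound, then a probe mix of 5 nM fluorescein-DNA and 100nM Texas-615-DNA. Fluorescence polarization was read for both dyes.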
Active calls of the source: *; i = inactive; ? = inconclusive; · = no result given; & = joins results of further samples; [ ] = remark or other dose. Unless noted, calls follow the shape of the dose curve; as a rule, active = well fitted curve in the direction sought with a large enough effect; inconclusive = small, poorly fitted or top-dose-only effect, or another doubt; inactive = no such curve, though single readings can be large; an effect the other way counts as inactive or inconclusive.

SMILES	BAZ2B block	Pin1 inhibitor	PI4K2A inh	G9a inh	JMJD2A Tudor	GLS inh	HP1b binding inh	Tb PGK inh	ERG Ets-DNA blk
Cc1n[nH]c(=S)n1/N=C/c1ccc(-c2ccccc2[N+](=O)[O-])o1	-32%	-8%	5	?	40µM*	11%	3%	-1%	4%
Nc1ccc(S(=O)(=O)Nc2nccc(/C=C/c3ccc([N+](=O)[O-])cc3)n2)cc1	-12%	7%	-6	3%	-6%	-16%	-29%	-10%	3%
CN1CCN(C(c2ccccc2)c2ccc(Cl)cc2)CC1 (stereo unspecified)	1%	0%	-2	-45%[59 µM]	-22%	1%	5%	6%	-2%
COc1cccc(-n2c(=O)c3c4c(sc3n(Cc3ccc(C)cc3)c2=O)CCCC4)c1	-1%	6%	0	-28%[59 µM]	-5%	4%	14%	5%	8%
CC(=O)Nc1ccc(S(=O)(=O)N2C3CCCC2CC(NC(=O)C2CCCCC2)C3)cc1 (stereo unspecified)	-8%	-8%	-5	-6%	-13%	-2%	18%	-6%	9%
O=C(Nc1c(C(=O)Nc2ccccc2)cnn1-c1ccccc1)c1ccco1	9%	-1%	0	8%[59 µM]	-14%	3%	12%	-7%	·
C(/C=C/c1ccco1)=N/N1CCN(c2ccccc2)CC1	28µM*	-5%	1	40µM*	?	9%	?	-2%	-3%
O=C(CN1C(=O)S/C(=C/c2cccnc2)C1=O)N1CCOCC1	7%	-3%	-3	29%[59 µM]	-9%	13%	34%	2%	-6%
CCOC(=O)c1nn2c(C(F)(F)F)cc(-c3ccc(C)cc3)nc2c1Cl	7%	6%	0	-22%[59 µM]	-14%	9%	39%[activator]	-8%	2%
Cc1nnc(NC(=O)CC(NC(=O)C(F)(F)F)c2ccccc2)s1 (stereo unspecified)	-3%	-7%	0	40µM*	-17%	0%	-1%	-3%	-1%
COc1ccc(C2N(C(=O)N3CCOCC3)CCN2S(=O)(=O)c2ccc(C)cc2)cc1 (stereo unspecified)	2%	0%	6	-6%[59 µM]	-22%	1%	30%	i	4%
COC(=O)c1ccc2c(c1)N(C)CCS2	10%	-9%	-2	?	8%	20%	85%[activator]	8%	-6%
O=C(O)CCCCCn1c(SCc2cc(=O)n3cc(Cl)ccc3n2)nc2ccsc2c1=O	-22%	4%	-1	?	9%	5%	31%	-2%	4%
O=C(Nc1cccc(F)c1F)C1CCN(c2ncccn2)CC1	3%	0%	12	2%[59 µM]	3%	4%	43%[activator]	-8%	-3%
CCn1ncc(C2=NOC(C(=O)NCc3ccc(Cl)cc3)C2)c1C (stereo unspecified)	5%	-8%	0	11%[12.7 µM]	-6%	0%	28%	-10%	-5%

Single entries from the list.
Under Pin1 inhibitor, COc1ccc(C2N(C(=O)N3CCOCC3)CCN2S(=O)(=O)c2ccc(C)cc2)cc1 (stereo unspecified) shows 0%
Under PI4K2A inh, O=C(Nc1c(C(=O)Nc2ccccc2)cnn1-c1ccccc1)c1ccco1 shows 0

(list continues)
SMILES	BAZ2B block	Pin1 inhibitor	PI4K2A inh	G9a inh	JMJD2A Tudor	GLS inh	HP1b binding inh	Tb PGK inh	ERG Ets-DNA blk
CC1CCN(S(=O)(=O)c2ccc3c(c2)N(CC(=O)NCCCN2CCCCC2)C(=O)CS3)CC1	-3%&0%	-6%&-10%	10&-3	-2%	-16%&-11%	-4%&-5%	18%&32%	-10%&-9%	-6%&-2%
O=S1(=O)CCC(NC(=S)Nc2ccccc2)C1 (stereo unspecified)	-6%	-4%	3	-3%	-12%	3%	21%	12%	1%
C[C@H](CO)N1C[C@H](C)[C@@H](CN(C)S(=O)(=O)c2ccccc2)Oc2ccc(NC(=O)CCC(F)(F)F)cc2C1=O	·	9%	1	·	-23%	2%	48%[activator]	1%	-8%
CSc1c(CC(=O)NCCCO)n(Cc2ccccc2)c2ccccc12	-5%	-11%	-2	·	-6%	-1%	16%	2%	11%
CCOc1cc(/C=N/n2cnnc2)c(Br)cc1O	0%	-7%	-1	10%[0.0925 µM]	-14%	28%	22%	·	·
COc1ccc(C(C)C)cc1S(=O)(=O)n1ccnc1C	2%	4%	-5	-1%	-4%	3%	27%	i	-3%
O=C(CCC(=O)N1CCN(Cc2ccc(F)cc2)CC1)Nc1nnc(C(F)(F)F)s1	-1%	-7%	-2	-12%[12.7 µM]	-15%	2%	33%	2%	-8%
CN(C)C(CNC(=O)CCC(=O)c1ccc(Br)cc1)c1ccccc1 (stereo unspecified)	-16%	9%	5	-12%	-21%	6%	-11%	-6%	-9%
COc1ccc(OC)c(S(=O)(=O)Nc2cc3c4c(c2)CC(=O)N4CCC3)c1	-13%	-4%	0	?	-6%	21%	29%	6%	0%
COc1ccc(/C=N/N(C)C2=NCCN2)c(OC)c1OC	-3%	-2%	1	8%	-3%	6%	25%	·	-4%
COc1ccc(NC(=O)c2cccc3c2C(=O)c2ccc(-c4cnc(OC)nc4)cc2S3(=O)=O)cc1	8%	?	-3	14%[0.501 µM]	-24%	4%	10%	0%	7%
CSCCC(NC(N)=O)C(=O)NCc1cccc(Cl)c1 (stereo unspecified)	7%	2%	4	20%[59 µM]	1%	3%	19%	-6%	0%
CN1C(=O)/C(=C/c2ccco2)SC1=Nc1ccc(N2CCOCC2)cc1	7.9µM*	-4%	4	7.1µM*	-25%	18%	?	-7%	6%
O=C1CCCC2=C1C(c1cccs1)n1nc(SCc3ccccc3)nc1N2 (stereo unspecified)	3%	-1%	0	30%[12.7 µM]	-32%	20%	-4%	i	7%
Cc1cc(C)c(S(=O)(=O)c2ccccc2)c(OC(=O)c2c(Cl)cc(Cl)cc2Cl)n1	3%	10%	-5	10%[59 µM]	-3%	-2%	31%	-2%	-3%
COc1ccc(OCCOCCN2CCN(C)CC2)cc1	50µM*	-1%	1	22µM*	18µM*	-6%	?	-11%	-17%
O=C(COc1ccc(Cl)cc1)Nc1ccc(CN2CCOCC2)cc1	3%	2%	3	-3%[2.33 µM]	-11%	-12%	27%	-4%	-1%
Cc1ccc(C(CC(=O)NCc2ccco2)c2ccccc2)c(O)c1 (stereo unspecified)	-7%	1%	7	27%[59 µM]	-27%	1%	33%	-1%	7%
COc1ccccc1CC(=O)NC12CC3CC(CC(C3)C1)C2	4%	-7%	-10	-3%	-16%	0%	1%	0%	8%
CS(=O)(=O)C1=NSC2=NC(=O)/C(=C\c3cccn3-c3ccccc3Cl)C(=N)N21	50µM*	22%	-11	50µM*	?	-15%	25%	-16%	31%[activator]
CCc1ccc(CSc2nc(-c3ccccc3OC)nc3c2Cc2c(CO)cnc(C)c2O3)cc1	-29%	3%	-5	-22%[59 µM]	-11%	-5%	32%	i	-1%
COc1ccccc1NC(=O)Cn1c(=O)n(Cc2ccccc2)c(=O)c2c1c1cc(C)ccc1n2C	-12%	-6%	1	-3%[59 µM]	3%	2%	28%	9%	0%
O=C(C1CCC(CNc2nc(=S)[nH]c3ccccc23)CC1)N1CCN(c2ccc(F)cc2)CC1 (stereo unspecified)	-23%	-1%	-6	?	?	-16%	-5%	3%	-5%
CC(OC(=O)c1ccccc1N1C(=O)C2C3CCC(C3)C2C1=O)C(=O)c1ccccc1 (stereo unspecified)	-33%	2%	-1	6%[59 µM]	-12%	5%	13%	10%	4%
CCSc1ncc(Cl)c(C(=O)Nc2ccccc2Cl)n1	26%	0%	-4	16%	-3%	-5%	48%[activator]	·	8%
Cc1cc(=O)[nH]c(SCc2ccc(Cl)cc2Cl)n1	-33%	0%	0	?	5%	-1%	66%[activator]	·	5%
CC1CCCCN1Cc1nc2ccccc2c(=O)[nH]1 (stereo unspecified)	-33%	-2%	-6	5%[12.7 µM]	79µM*	-5%	15%	-8%	2%
O=C(Cn1ccc([N+](=O)[O-])n1)N1CCCCC1	-17%	4%	2	-5%	-12%	-7%	7%[57 µM]	-8%	-6%
CCCCCn1c(NCc2ccco2)nc2ccccc21	-38%	?	3	?	?	13%	5%	-2%	9%
CSc1ncccc1C(=O)N1CCCC(CCC(=O)NCc2ccccc2F)C1 (stereo unspecified)	0%	-9%	3	20%[0.501 µM]	2%	3%	39%	0%	9%
CCOc1ccc(C2C(C(N)=O)=C(C)Nc3nc(-c4cccc(Cl)c4)nn32)cc1OC (stereo unspecified)	-11%	7%	-9	-28%[59 µM]	-18%	3%	16%	-12%	9%
O=C(COC(=O)c1cncc(Br)c1)NCC1CCCO1 (stereo unspecified)	0%	?	0	-2%	4%	-3%	60%[activator]	-7%	-3%
CCOc1ccc(NC(=O)COc2ccc(C(=O)NC3CCCc4ccccc43)cc2OC)cc1 (stereo unspecified)	2%	14%	0	-1%	-8%	2%	16%	-3%	·
C[C@H](CO)N1C[C@H](C)[C@@H](CN(C)Cc2ccncc2)Oc2ccc(NC(=O)Cn3cnnn3)cc2C1=O	·	0%	0	·	-14%	5%	71%[activator]	2%	18%
CCCSC1=NC2(CCN(C(=O)NC3CCCCC3)CC2)N=C1c1ccc(Cl)cc1	7%[57.1 µM]	0%	0	-6%[59 µM]	-20%	-2%	17%	-6%	-1%
CCOc1ccc(CN2CCN(Cc3c(C)nn(CC)c3C)CC2CCO)cc1 (stereo unspecified)	-1%	-3%	11	·	4%	-1%	17%	-11%	-15%
Cc1ccc(SCC(=O)Nc2nncs2)cc1	·	-2%	0	·	-12%	1%	26%	-10%	-12%
